# High-throughput results deposited in PubChem by National Center for Advancing Translational Sciences (NCATS).
# Coupling enz: coupling enzyme interference in Giardia aldolase counter-screen | coupling enzyme system counterscreen, AmpLite Red fluorescence | activity change, negative = inhibition, % at 58.2 µM, hits read low | actives 0.67% (n = 290,000) | AID 2472; in the data active = activity change below about -30%
#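 First, compound is pin-transferred into glyceraldehyde-3-phosphate coupling-enzyme reagent at 57.5 uM final and held 10 min at RT. Next, substrate, coupling system and AmpLite Red are added. After 20 min RT, fluorescence (525/598 nm) is read.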
# * marks the source's active call; other numbers are inactive results; & = joins results of further samples; ! = not confirmed by another sample. % is scaled to controls: 0 for no effect and ±100 for the full control effect. This is a subset (hit frequency here may not be typical).
SMILES,Coupling enz
CC(C)=CCCC1=CC[C@H](C(=O)O)[C@H](C(=O)O)C1,8.2
Cc1noc(C)c1C(=O)N1CCC2(CCCN(C(=O)Nc3cccc(F)c3)C2)CC1,1.2
COc1cccc(Cn2c(=O)cnc3cnc(Nc4cccc(OC)c4)nc32)c1,0.2
C=CCC(C)(O)C#Cc1ccccc1 (centres undefined),1.5
CC(C)NC(=O)N1CCCC2(CCN(C(=O)c3cccc(F)c3)CC2)C1,1.3
CCCCCCCCCCCCC(O)C(=O)O (centres undefined),8.5
C[C@](N)(C(=O)O)c1ccc(-c2nn[nH]n2)cc1,-4.8
CC(C)=CCC/C(C)=C/CO/N=C1/C[C@@H](O)[C@@H](O)[C@@H]2[C@@H]3C(=O)N(C4CCCCC4)C(=O)[C@H]3CC[C@@H]12,-1.2
CCNc1ncc2nc(-c3ccc(Cl)cc3)c(=O)n(CCC#N)c2n1,3.9
CC(C)C(C)/C=C/C(C)C1CCC2C3=CCC4CC(=O)CC[C@@]4(C)C3CC[C@]21C (some centres undefined),4.5
NC(Cn1ccc(=O)c(O)c1)C(=O)O (centres undefined),-3.1
C[C@@H]1C(=O)O[C@H]2C[C@@]34[C@H]5C[C@@H](C(C)(C)C)[C@]36[C@H](OC(=O)[C@H]6O)O[C@]4(C(=O)O5)[C@]21O,2.7
CC(=O)OC1C[C@@]2(C)C(c3ccoc3)OC(=O)C3O[C@@]32[C@]2(C)C(OC(C)=O)CC3C(C)(C)C(OC(C)=O)CC(OC(C)=O)[C@@]3(C)C12 (some centres undefined),0.4
COc1ncc2nc(CCc3ccccc3)c(=O)n(CCC#N)c2n1,3.7
CC(=O)Oc1cc(OC(C)=O)c2c(c1)OC(c1ccc(OC(C)=O)c(OC(C)=O)c1)C(OC(C)=O)C2 (centres undefined),0.3&2.8
CC(=O)N1CCC2(CC1)CN(C(=O)Nc1cccc(C#N)c1)C2,-0.4
CCCCCCCCCCCCCCCCOC[C@H](COP(=O)([O-])OCC[N+](C)(C)C)OC(=O)CCCCCCCC(=O)O,18.2
O=C(Nc1ccc([N+](=O)[O-])cc1O)Nc1ccccc1Br,-3.6
COc1ccc(-n2c(=O)c(-c3ccc(Cl)cc3)nc3cncnc32)cc1,2.4
O=C(Nc1ccccc1)N1CCC2(CC1)CCN(C(=O)c1cccc(F)c1)CC2,-0.1
COc1cccc(-c2ccc3ncnc(NC4CCNCC4)c3c2)c1,1.1
CCCC1CC(C(=O)N[C@H](C(C)O)C2OC(SC)[C@@H](O)C(O)C2O)N(C)C1 (some centres undefined),0.5
COCC(=O)N1CCC2(CCCN(c3cccc(-c4ccccc4)c3)C2)CC1,0.4
CC(=O)c1ccc(OC2C=CC(C#Cc3ccc(Br)cc3)OC2CO)cc1 (centres undefined),1.0
COCOc1ccc(OC)cc1C(=O)C1O[C@H]1c1ccc(OC)c(Br)c1 (some centres undefined),-0.4
COCC(=O)N1CCC2(CCCN(C(=O)Nc3cccc(F)c3)C2)CC1,3.5
C=CCC(C)(Nc1ccccc1)C(=O)OCC (centres undefined),0.3
COc1ccc(COC(=O)N/N=C2/C[C@@H](O)[C@@H](O)[C@@H]3[C@@H]4C(=O)N(C(C)(C)C)C(=O)[C@H]4CC[C@@H]23)cc1,0.6
Nc1ccn([C@@H]2CC[C@H](CO)O2)c(=O)n1,1.1
CC(C)C[C@@H](CC(=O)N[C@@H](CCCN)CC(=O)N[C@@H]1CCCC[C@H]1C(=O)N[C@H](CC(=O)N[C@@H](CCC(=O)O)CC(=O)O)Cc1c[nH]c2ccccc12)NC(=O)[C@@H]1CCCC[C@H]1N,-2.8

# An excerpt of these results, with bars between the fields:
smiles | Coupling enz
CC(C)NC(=O)N1CCCC2(CCN(C(=O)c3cccc(F)c3)CC2)C1 | 1.3
CCCCCCCCCCCCC(O)C(=O)O (centres undefined) | 8.5
C[C@](N)(C(=O)O)c1ccc(-c2nn[nH]n2)cc1 | -4.8
CC(C)=CCC/C(C)=C/CO/N=C1/C[C@@H](O)[C@@H](O)[C@@H]2[C@@H]3C(=O)N(C4CCCCC4)C(=O)[C@H]3CC[C@@H]12 | -1.2
CCNc1ncc2nc(-c3ccc(Cl)cc3)c(=O)n(CCC#N)c2n1 | 3.9
CC(C)C(C)/C=C/C(C)C1CCC2C3=CCC4CC(=O)CC[C@@]4(C)C3CC[C@]21C (some centres undefined) | 4.5
NC(Cn1ccc(=O)c(O)c1)C(=O)O (centres undefined) | -3.1

# Going on with the list.
SMILES,Coupling enz
CCCCCCCCCCCC,0.2
Clc1cnccn1,0.3
Cc1cc2c(nc1C)CCCCN2C[C@H](C)O/N=C1/[C@H]2O[C@@H]2[C@@H](O)[C@H]2[C@H]1CCn1c(=O)n(-c3ccccc3)c(=O)n12,3.1
N#Cc1ccc(NCCNCC(=O)N2N=CCC2C#N)nc1 (centres undefined),-0.3
CCCCC[C@H](O)/C=C/[C@H]1C=CC(=O)[C@@H]1CCCCCCC(=O)O,2.7
CNC(=O)Oc1ccc2c(c1)[C@@]1(C)CCN(C)[C@@H]1N2C,-43.9*!
CC(C)OC(=O)[C@@H]1C=C[C@H](C)[C@@H](CCCCOCc2ccccc2)O1,0.7
OC[C@@H]1O[C@@H](O)[C@H](O)[C@H](O)[C@@H]1O,1.3
NCCC[C@@H](CC(=O)N[C@@H]1CCNC[C@H]1C(=O)N[C@H](CC(=O)N[C@@H](CCC(=O)O)CC(=O)O)Cc1c[nH]c2ccccc12)NC(=O)C[C@H](Cc1c[nH]c2ccccc12)NC(=O)[C@@H]1CNCC[C@H]1N,-4.2
NC(=O)c1ccc[n+]([C@@H]2O[C@H](COP(=O)([O-])OP(=O)(O)OC[C@H]3O[C@@H](n4cnc5c(N)ncnc54)[C@@H](O)[C@@H]3O)[C@@H](O)[C@@H]2O)c1,1.0
COc1ccc(CCC(=O)c2c(O)cc(OC3OC(CO)C(O)C(O)C3O[C@@H]3OC(C)C(O)C(O)C3O)cc2O)cc1O (some centres undefined),-8.0
c1ccc(-c2ccc(N3CCCC4(CCNCC4)C3)cc2)cc1,3.5
O=C(c1cnccn1)N1CCC2(CC1)CN(C(c1ccccc1)c1ccccc1)C2,4.4
C/C(=C\C(=O)OCCCCCCCCC(=O)O)C[C@@H]1OCC(C[C@H]2O[C@H]2[C@@H](C)[C@H](C)O)[C@@H](O)[C@H]1O (some centres undefined),4.0
C=C[C@@]1(C)CC(=O)[C@@]2(O)[C@@]3(C)[C@@H](O)CCC(C)(C)[C@@H]3[C@H](O)[C@H](OC(C)=O)[C@@]2(C)O1,-0.3
O=C(N/N=C1/C[C@@H](O)[C@@H](O)[C@@H]2[C@H]3C(=O)N(c4ccc(F)cc4F)C(=O)[C@@H]3CC[C@@H]12)OCc1ccccc1,0.8
COc1cccc(Cn2c(=O)c(-c3cccc(C#N)c3)nc3cnc(N4CCOCC4)nc32)c1,6.8
CCCC[C@H](CC)CN=C(N)NC(N)=NCCCCCCN=C(N)NC(N)=NC[C@@H](CC)CCCC,-2.3
C#C[C@@]1(OC(C)=O)CC[C@@H]2[C@@H]3CCC4=C[C@@H](OC(C)=O)CC[C@H]4[C@H]3CC[C@]21C,-0.6
CC1(C)OC2CC3C4CCC5=CC(=O)CCC5(C)C4(F)C(O)CC3(C)[C@]2(C(=O)CCl)O1 (some centres undefined),0.2
O=C(/C=C/c1ccc(OCc2ccccc2)cc1)c1cccs1,-3.4
COc1ncc2ncc(=O)n(C3CC3)c2n1,1.0
C=CC[C@@H]1C=C[C@@H](O/N=C2/C[C@@H](O)[C@@H](O)[C@@H]3[C@@H]4C(=O)N(CC)C(=O)[C@H]4CC[C@@H]23)[C@@H](CO)O1,0.2
Cc1noc(C)c1C(=O)N1CCC[C@@]2(CCN(c3ccccn3)C2)C1,0.6
CC(C)NC(=O)N1CC2(CCN(C(=O)c3ccco3)CC2)C1,1.5
Cn1c(=O)c(-c2ccc(Cl)cc2)nc2cnc(OCc3ccccc3)nc21,7.5
C[C@H]1[C@H](C)CC[C@]2(C=O)CC[C@]3(C)C(=CC[C@@H]4[C@@]5(C)C[C@@H](O)[C@H](O)[C@@](C)(CO)[C@@H]5CC[C@]43C)[C@H]12,8.3
NCC(=O)N[C@@H](CCCN=C(N)N)C(=O)NCC(=O)N[C@@H](CC(=O)O)C(=O)N[C@@H](CC(N)=O)C(=O)N1CC[C@@H](C(=O)O)C1,-0.4
CC(C)C[C@@H](CC(=O)N[C@@H](CCC(=O)O)CC(=O)O)NC(=O)[C@@H]1CCCC[C@H]1NC(=O)C[C@H](CCCN)NC(=O)C[C@H](CO)NC(=O)[C@@H]1CCCC[C@H]1N,-0.1
O=C(NCC1CCCCC1)c1nnc(C(=O)NCC2CCCCC2)c2c1[nH]c1ccccc12,2.2
CC[C@H](C)[C@@H](NC(=O)O[C@@H]1Cc2cc(OC)ccc2O[C@H]1c1cccc(OC)c1)C(=O)OC,-1.8
O=C(c1ccncc1)N1CCC[C@@]2(CCN(Cc3ccccc3)C2)C1,5.0
CC(C)=CCC[C@](C)(O)C1CC=C(C)CC1 (some centres undefined),1.4
COc1ccc(-c2coc3c(OC)c(OC)cc(OC)c3c2=O)cc1,1.5
COC(=O)CC[C@@H](C)[C@H]1CC[C@H]2[C@@H]3CC[C@@H]4C[C@H](O)CC[C@]4(C)[C@H]3C[C@H](O)[C@]12C,-0.2
COc1ccc(-n2c(=O)c(C)nc3cncnc32)cc1,-0.9
N#CCCn1c(=O)cnc2cnc(Oc3ccccc3)nc21,3.8
CO[C@H]1COC(=O)[C@H](C)COC(=O)[C@@H](OCc2ccccc2)/C=C\[C@@H]1C,1.9
COc1cc(C2CC(=O)Oc3cc(C)c(Cl)cc32)cc(OC)c1OC (centres undefined),-2.1
CN(C)C(=O)c1ccc(-c2cncnc2N(C)Cc2ccco2)cc1,2.9
O=c1c(-c2ccc(F)cc2)nc2cnc(N3CCOCC3)nc2n1C[C@H]1CCCO1,0.4
COc1ccccc1-c1nc(NCc2cnc(C)cn2)c2ccccc2n1,-4.7
Cc1ccccc1-c1ccc2ncnc(N3CCN(C)CC3)c2c1,3.4
COc1ccc(C(=O)N2CCC3(CC2)CN(c2cccc(-c4ccccc4)c2)C3)cc1,0.6
CCOC(=O)[C@]1(C(/C=C/c2ccco2)NC(=O)OC)CCCC1=O (some centres undefined),2.2
C=C1CCC(O)C/C1=C/C=C1\CCC[C@@]2(C)C(C(C)/C=C/C(C)C(C)C)CC[C@@H]12 (some centres undefined),0.4
CC(C)[C@@H](OCc1ccccc1)[C@H](C)/C=N\O[C@@H](C)c1cn([C@H](CO)Cc2ccccc2)nn1,-0.9&0.1
COc1ccc(OC)c(C2=Nn3c(nnc3-c3ccc(OC)c(OC)c3)SC2)c1,1.5
COc1ccc(-n2c(=O)cnc3cnc(Nc4ccccc4)nc32)cc1,-2.0
CC(C)CCCC(C)C1CCC2C3C(=O)C=C4CC(O)CC[C@@]4(C)C3CC[C@@]12C (some centres undefined),1.6
C/C(CCN1CCCCc2nc(C)c(C)cc21)=N\O[C@@H](C)CN1CCCc2nc(C)c(C)cc21,1.8
COc1ccc(-c2ccc(=N)n(CCCC(=O)O)n2)cc1,3.5
COc1ccc(-n2c(=O)c(CCc3ccccc3)nc3cnc(N(C)C)nc32)cc1,4.0
Cc1ccc(S(=O)(=O)OCC2CN3C(CCC(C)C3c3ccc(Br)cc3)C(=O)O2)cc1 (centres undefined),-2.5&1.3&-2.7
C#CCCCO/N=C1/C[C@@H](O)[C@@H](O)[C@@H]2[C@@H]3C(=O)N(C4CCCCC4)C(=O)[C@H]3CC[C@@H]12,1.2
COCCn1c(=O)c(-c2cc(F)cc(F)c2)nc2cnc(N(C)C)nc21,-0.1
CN1CCN(c2cc(-c3ccc(N(C)C)cc3)ncn2)CC1,-0.1
COc1ccccc1CNc1ncncc1-c1ccccc1OC,4.2
C=CCC1(C)OC=Cc2nc3cc(Cl)c(Cl)cc3nc21 (centres undefined),2.3
O=C(c1csnn1)N1CCC2(CC1)CCN(c1ncccn1)CC2,1.1

# 5 compounds drawn at random from the list so far, as already listed:
SMILES,Coupling enz
CC(C)[C@@H](OCc1ccccc1)[C@H](C)/C=N\O[C@@H](C)c1cn([C@H](CO)Cc2ccccc2)nn1,-0.9&0.1
C/C(CCN1CCCCc2nc(C)c(C)cc21)=N\O[C@@H](C)CN1CCCc2nc(C)c(C)cc21,1.8
C#CCCCO/N=C1/C[C@@H](O)[C@@H](O)[C@@H]2[C@@H]3C(=O)N(C4CCCCC4)C(=O)[C@H]3CC[C@@H]12,1.2
COc1ccc(OC)c(C2=Nn3c(nnc3-c3ccc(OC)c(OC)c3)SC2)c1,1.5
COc1ccc(-n2c(=O)c(CCc3ccccc3)nc3cnc(N(C)C)nc32)cc1,4.0

# (next part)
SMILES,Coupling enz
c1cncc(-c2nccc(-n3ccnc3)n2)c1,0.4
C[C@@]1(O)CCOC(=O)C1,-2.3
OCC1OC(c2ccccc2)C=CC1Oc1cc(Cl)cc(Cl)c1 (centres undefined),1.8
O=C(/C=C/c1ccc2c(c1)OCO2)c1ccccc1,0.4
COc1cc(O)c(C)c(O)c1,-0.6
COc1ccc(COC(=O)N/N=C2/C[C@@H](O)[C@@H](O)[C@@H]3[C@@H]4C(=O)N(Cc5ccc6c(c5)OCO6)C(=O)[C@H]4CC[C@H]23)cc1,4.3
COc1ccc(CNc2cc(-c3cccc(NS(C)(=O)=O)c3)ncn2)c(OC)c1,-0.3
O=C(Oc1ccccc1)N1CCC2(CC1)CN(c1ncccn1)C2,1.6
O=c1c(CCc2ccccc2)nc2cnc(N3CCOCC3)nc2n1Cc1cccs1,3.7
O=C(O)[C@H]1CN[C@H](C(=O)O)C1,6.0
CN(N=O)C(=O)N[C@H]1C(O)OC(CO)[C@@H](O)[C@H]1O (some centres undefined),1.8
COCC(=O)N1CCC[C@@]2(CCN(Cc3ccccc3OC)C2)C1,-0.4
CN(C)c1ncc2nc(CCc3ccccc3)c(=O)n(CCC#N)c2n1,2.1
Cc1cc(=O)oc2cc(O[C@@H]3O[C@H](C(=O)O)[C@@H](O)[C@H](O)[C@H]3O)ccc12,7.2
COc1ccc2c(c1)C(=O)[C@@H](OC(=O)NCCc1ccc(OC)c(OC)c1)[C@H](c1ccc(OC)c(Br)c1)O2,0.4
